Fh CTSL1 inh: cathepsin L1 inhibition, PFM18AAP counter-screen | inhibition, % at 5.96 µM | recombinant F. hepatica cathepsin L1, Z-Leu-Arg-MCA fluorescence | AID 1906 | 0.49% of 300,000 active;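 active = inhibition above the mean of all tested compounds plus 3 SD, set per screening campaign, cut at about 17% in these data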;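 also: 0% = plate median of test compound wells and 100% = 1 µM Z-Phe-Ala-diazomethylketone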
procasp7 counter: counter-screen for procaspase-3 activators: activators of human procaspase-7; activation, % at 8.5 µM; recombinant procaspase-7, Ac-DEVD-pNA absorbance 405 nm; D23A/D198A/D206A triple mutant, cannot self-cleave; scale: DMSO 0, 5 µM enzyme 100; 0.093% of 330,000 active; AID 463210;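 active = percent activation above the screen-wide mean plus 3 SD, cut at about 25% in these data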
Target sequence (P55210 whole entry D23A/D198A/D206A): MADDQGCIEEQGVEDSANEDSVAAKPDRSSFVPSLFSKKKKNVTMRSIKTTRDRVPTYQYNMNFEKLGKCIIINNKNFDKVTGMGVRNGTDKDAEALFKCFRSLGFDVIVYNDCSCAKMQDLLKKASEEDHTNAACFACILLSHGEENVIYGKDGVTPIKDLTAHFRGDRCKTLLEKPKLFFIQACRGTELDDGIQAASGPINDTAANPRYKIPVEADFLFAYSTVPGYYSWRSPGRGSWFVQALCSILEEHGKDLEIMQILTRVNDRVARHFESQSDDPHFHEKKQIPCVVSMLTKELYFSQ
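Replicates: singlicate. Assay system: Procaspase-7 triple mutant (PC-7 D3A). Signal: 405 nm absorbance of p-nitroaniline. Times: 1 h preincubation, 2 h reaction. Buffer or medium: Zinc-free HEPES pH 7.4 with 300 mM NaCl, 0.01% Triton X-100. Also added: DEVD-pNA substrate. Benchmarks: DMSO wells as 0%, DMSO with 5 µM added PC-7 as 100%.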
procasp3 activ: activators of human procaspase-3. P42574. recombinant procaspase-3 D3A, Ac-DEVD-pNA absorbance 405 nm. 0.11% of 330,000 active. activation, % at 8.5 µM;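 active = activation above the mean of all tested compounds plus 3 SD, cut at about 21% in these data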;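 also: 0% = DMSO alone and 100% = DMSO wells spiked with extra 5 µM PC-3 D3A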
Target sequence (P42574 whole entry D9A/D28A/D175A): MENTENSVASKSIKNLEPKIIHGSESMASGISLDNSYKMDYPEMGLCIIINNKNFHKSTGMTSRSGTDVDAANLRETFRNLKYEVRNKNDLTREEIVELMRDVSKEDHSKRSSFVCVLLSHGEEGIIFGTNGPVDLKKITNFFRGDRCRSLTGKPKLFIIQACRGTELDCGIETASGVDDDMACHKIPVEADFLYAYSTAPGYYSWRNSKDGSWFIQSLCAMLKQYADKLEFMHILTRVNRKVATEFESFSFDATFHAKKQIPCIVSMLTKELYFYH
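Compound: 8.5 µM single point, 0.8% DMSO / Material: Autoprocessing-dead procaspase-3 D3A mutant enzyme / Timing: 1 h preincubation plus 2 h reaction at 25 °C / Medium: Zinc-free HEPES/NaCl buffer with 0.01% Triton X-100 at pH 7.4 / Technique: 405 nm absorbance of p-nitroaniline, reads at 0 and 120 min / Repeats: one well per compound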
TPT1 inhibitor: blocks Candida albicans tRNA 2'-phosphotransferase | inhibition, % at 5 µM | recombinant caTPT1, FP RNA substrate dephosphorylation | 0.81% of 300,000 active;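 active = inhibition above the mean of all tested compounds plus 3 SD, set per screening campaign, cut at about 24% in these data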;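 also: plate controls were DMSO alone for no effect and ferristatin control at 100 nM for full effect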
HCV core dimer: HCV core protein dimerization inhibition; TR-FRET GST/Flag-core106 dimerization, 1536-well; inhibition, % at 5 µM; 0.33% of 300,000 active; AID 1899;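 active = inhibition above the mean of all tested compounds plus 3 SD, set per screening campaign, cut at about 45% in these data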
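Assay system: Tagged HCV core106 pair (GST and Flag) | Buffer or medium: KF-containing HEPES buffer, pH 7.45, DTT, CHAPS, BSA | Also added: Eu donor and XL665 acceptor anti-tag antibodies | Dosing: One concentration, 5 µM, in 0.5% DMSO | Timing: 4 h at 22.5 °C | Technique: TR-FRET 671 and 617 nm emission | Repeats: Singlicate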
PP5 primary: PP5 (human) phosphatase inhibition; inhibition, % at 6.7 µM; purified PP5c, OMFP substrate fluorescence; P53041; 0.18% of 320,000 active;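 active = inhibition above the campaign's mean inhibition across all tested compounds plus 3 SD, cut at about 9.5% in these data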;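 also: 0% = DMSO only and 100% = 100 µM cantharidin control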
Target sequence (P53041 whole entry, looked up): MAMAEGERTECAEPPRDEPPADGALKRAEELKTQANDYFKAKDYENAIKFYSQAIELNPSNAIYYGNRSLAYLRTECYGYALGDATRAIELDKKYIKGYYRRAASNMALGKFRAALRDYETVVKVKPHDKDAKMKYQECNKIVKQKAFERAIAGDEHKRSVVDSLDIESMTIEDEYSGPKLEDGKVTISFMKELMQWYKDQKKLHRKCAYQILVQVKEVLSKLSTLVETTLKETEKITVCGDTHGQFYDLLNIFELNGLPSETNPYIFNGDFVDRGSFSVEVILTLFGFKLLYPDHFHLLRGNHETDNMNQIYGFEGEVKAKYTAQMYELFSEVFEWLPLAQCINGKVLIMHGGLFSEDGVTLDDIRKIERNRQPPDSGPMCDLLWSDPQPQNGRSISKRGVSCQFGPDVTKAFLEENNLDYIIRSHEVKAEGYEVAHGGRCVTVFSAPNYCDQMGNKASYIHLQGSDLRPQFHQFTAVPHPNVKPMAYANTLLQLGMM
PP1 counter: PP1-alpha (human) inhibition in PP5 counter-screen; P62136; purified PP1alpha, OMFP fluorescence; inhibition, % at 6.7 µM; 0.9% of 320,000 active; AID 2235;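 active = inhibition above the mean inhibition of all tested compounds plus 3 SD, computed separately for each screening campaign, cut at about 15% in these data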
PAFAH2 inh: inhibitors of human PAFAH2; Q99487; recombinant PAFAH2, FP-rhodamine activity probe, fluorescence polarization; inhibition, % at 3.39 µM; 0.99% of 340,000 active;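 active = inhibition above the mean over all tested compounds plus 3 SD, cut at about 30% in these data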;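 also: inhibitors block probe labeling of enzyme so polarization drops; 0% = enzyme with DMSO and 100% = wells lacking PAFAH2 protein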
AHR act: human AHR activation; AID 2796; 2.5% of 320,000 active; activation, % at 5 µM; AHR-responsive luciferase reporter cells, luminescence; P35869; in the data active = activation above about 47%;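 also: 0% = vehicle wells and 100% = reference agonist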
* marks the source's active call; other numbers are inactive results; x = not tested or not shown.

SMILES | Fh CTSL1 inh | procasp7 counter | procasp3 activ | TPT1 inhibitor | HCV core dimer | PP5 primary | PP1 counter | PAFAH2 inh | AHR act
CC1CC(C)CN(S(=O)(=O)c2ccc(C(=O)Nc3sccc3C(N)=O)cc2)C1 (stereo not given) | -4 | -9 | 7 | 2 | 4 | 1.7 | 5 | -15 | 1
COC(=O)Nc1ccc(NC(C)=O)cc1 | 0 | 5 | 3 | 1 | 2 | 1.5 | 6 | -6 | -2
Cc1ccc(NC(=O)c2ccc(CNc3c(N4CCOCC4)c(=O)c3=O)cc2)cc1 | -3 | 7 | -5 | 2 | 1 | 0.5 | -6 | 1 | 2
COc1ccc(CNC(=S)Nc2ccc(S(N)(=O)=O)cc2)cc1 | -2 | -11 | -7 | -1 | -12 | 1.8 | -4 | 3 | 4
COC(=O)CNS(=O)(=O)c1ccc(Cc2ccc(S(=O)(=O)NCC(=O)OC)cc2)cc1 | 5 | -5 | 0 | -1 | 0 | -2.7 | 1 | 0 | -1
Cc1ccc(C)c2sc(NC(=O)c3ccc(N4CCCCC4)c([N+](=O)[O-])c3)nc12 | 0 | 4 | -1 | -4 | -2 | -0.5 | -5 | -3 | 0
Cc1ccc(NC(=O)C(=O)NCC2CCCN2S(=O)(=O)c2cccs2)cc1 (stereo not given) | -6 | 2 | 3 | 1 | 3 | 0.7 | -8 | 2 | 7
O=C(CSc1nnc(SCc2ccccc2Cl)s1)N/N=C/c1c[nH]c2ccccc12 | -4 | -12 | -3 | -2 | 11 | 2.3 | -3 | 1 | 11
C/C=C/C(=O)OCC(=O)Nc1ccc(F)cc1Cl | -9 | 8 | -10 | 1 | 2 | -0.3 | -2 | 26 | 0
O=C(Cn1nnc(-c2ccccc2)n1)N/N=C/c1cc([N+](=O)[O-])ccc1O | 0 | 4 | 5 | 0 | 2 | 0.7 | -4 | 2 | 0
COc1cccc(CNc2ncnc3ccc(-c4c(C)noc4C)cc23)c1 | x | 4 | -1 | x | x | 2.1 | 2 | -6 | 8
O=C(Nc1ccc2c(c1)OCO2)C1CCN(Cc2cc3c(cc2O)OCO3)CC1 | -2 | -15 | -15 | -2 | -8 | 0.8 | 3 | -4 | 1
COc1cc(/C=C/C(=O)O)ccc1OCc1ccccc1C#N | 1 | 6 | 4 | -1 | -3 | 1.4 | 1 | -6 | 4
COc1ccc(NC(=O)C2C3CCC(O3)C2C(=O)O)cc1OC (stereo not given) | -2 | -27 | -4 | 5 | -3 | 76* | 71* | 0 | 0
Cc1ccc2c(c1)nnn2C1CCN(CC(=O)NNC(=O)c2ccco2)CC1 | 0 | 2 | -2 | 3 | 2 | -2.6 | 1 | -1 | 1
CCOc1ccc(NC(=O)CCc2ccc(C)o2)cc1 | -1 | 6 | -9 | -4 | -4 | 0.3 | -3 | 0 | 3
O=S(=O)(NC1CCCc2ccccc21)c1cnc[nH]1 (stereo not given) | -3 | 6 | 4 | -9 | -6 | -0.8 | 3 | -2 | 9
COc1cc(NC(=O)COC(=O)/C=C/c2c(C)nn(C3CCS(=O)(=O)C3)c2Cl)cc(OC)c1OC (stereo not given) | -6 | 2 | -2 | -7 | -5 | 0.3 | -2 | 0 | 4
CCOC(=O)C1=C(COC(=O)/C=C/c2ccc(SC)cc2)NC(=O)NC1C (stereo not given) | 3 | 14 | -5 | 0 | 3 | 2.3 | -1 | 4 | 2
CCOC(CNC(=O)c1ccc2c(c1)ncn2-c1ccccc1OC)OCC | 2 | 6 | -2 | -1 | 9 | 0.8 | 3 | -5 | 0
S=C(NC1CC1)N1CCCc2ccccc21 | 1 | 3 | 3 | 1 | -2 | 2.1 | 2 | 0 | 30
CN(C)CCCN(C(=O)c1ccc(S(=O)(=O)N(C)C)cc1)c1nc2ccc(F)cc2s1 | -2 | -5 | 6 | -4 | -6 | -0.5 | -2 | 12 | 2
COc1ccc2c(COC(=O)CNS(=O)(=O)c3ccccc3)cc(=O)oc2c1 | x | -13 | 4 | x | x | x | x | 2 | -1
Cc1ccc(OCc2nnc(SCC(=O)N3CCc4ccccc43)n2C)cc1 | -2 | -4 | 3 | -3 | 1 | -1.0 | -2 | 0 | 2
Cc1cc([N+](=O)[O-])ccc1NC(=O)Nc1ccc(F)cc1F | 7 | 10 | -6 | -2 | -2 | 1.4 | 0 | -7 | 0
CSc1nc2ccc3nc(NC(=O)c4ccc(C)cc4)sc3c2s1 | -5 | -15 | -2 | 1 | 1 | 3.4 | -3 | -1 | 2
Cc1ccc(-c2nnc(SCc3ccccc3F)o2)cc1 | -6 | -5 | 5 | 1 | 0 | 0.4 | 1 | -7 | -8
CCOc1ccccc1CNC(=O)c1ccccc1NC(=O)C1=CSCCO1 | 1 | 4 | 0 | -2 | 0 | -1.0 | 3 | -3 | 7
CCOC(=O)[C@H]1[C@H]2COc3ccc(Br)cc3[C@@H]2N2C(=O)CN(Cc3ccc(Cl)cc3)C(=O)[C@@]12C | x | -9 | 3 | x | x | x | x | -3 | 1
Cc1nnc(SCC(=O)Nc2ncc(Cl)cc2Cl)n1Cc1ccccc1 | 3 | 5 | -3 | -5 | -3 | -0.3 | -1 | -1 | 2
O=C(/C=C/c1ccco1)N1CCC(Cc2ccccc2)CC1 | 5 | 9 | 11 | 131* | 5 | -0.2 | 0 | 15 | 2
NNC(=O)c1ccc(Cl)cc1Cl | 2 | -11 | -12 | 1 | -11 | 4.6 | -2 | 2 | 0
O=C(c1ccc([N+](=O)[O-])cc1)N1CCC(n2nnc3cc(F)ccc32)CC1 | -3 | 1 | 0 | -3 | 3 | -0.3 | -4 | 3 | 5
CCn1c(/C=C/c2ccc(O)cc2)nc2ccccc2c1=O | 2 | -2 | 3 | 3 | 1 | -0.1 | 1 | 7 | 5
CNc1nc(-c2ccccc2)nc(-c2ccc(OC)cc2)c1C#N | 5 | 7 | -5 | 1 | -11 | 0.4 | -2 | -3 | 8
COc1ccc(OC)c(NC(=O)CN(C)S(=O)(=O)c2ccc3nc(C)sc3c2)c1 | 0 | -1 | -7 | 8 | -1 | 2.4 | -3 | -2 | 1
CCc1ccc(CN(C)C(=O)c2cc(=O)c3ccccc3o2)cc1 | -6 | 9 | -3 | -2 | -4 | 1.2 | -3 | 5 | 0
O=C(NN1C(=O)NC2(CCCCC2)C1=O)c1ccc(Cl)c(Cl)c1 | x | 1 | 5 | x | x | 2.8 | 4 | -7 | -1
O=C(CSc1nnc(-c2ccccc2)o1)N1CCc2ccccc2C1 | 3 | -16 | -9 | -6 | 6 | 3.5 | -1 | -5 | -2
c1csc(-c2nnc(COc3ncnc4sccc34)o2)c1 | -2 | -2 | 3 | 6 | 9 | 1.5 | -3 | 3 | 2
COc1ccc(Nc2ccnc(Nc3ccc(OC)cc3)n2)cc1 | -2 | -9 | -7 | 1 | -7 | 2.8 | 9 | -2 | 83*
C=CCn1cccc(C(=O)Nc2ccc(C)cc2)c1=O | -4 | 2 | 1 | -4 | -12 | 0.6 | 0 | -3 | 55*
CC(C(=O)N1CCCC1)N(c1ccccc1)S(C)(=O)=O (stereo not given) | 0 | 3 | 3 | 0 | 4 | 2.3 | -3 | 2 | -1
C=CCOc1nc2c(c(=O)n(C)c(=O)n2C)n1Cc1ccccc1 | 5 | 3 | -5 | 2 | 4 | 0.1 | -3 | -4 | 0
CCOC(=O)c1[nH]c2ccccc2c1NC(=O)C(C)(C)C | -6 | 9 | 7 | -2 | 0 | 1.9 | -6 | 9 | 3
COc1ccccc1CNC(=O)C1=C(C)C(=O)OC12CCC(C)CC2 (stereo not given) | -2 | -3 | 10 | -1 | 7 | 2.1 | -2 | 3 | 4
CCN(CC)c1ccc(-c2nnc(SCC(=O)N(CCOC)c3c(N)n(CC(C)C)c(=O)[nH]c3=O)o2)cc1 | 3 | 5 | 3 | 0 | -4 | 0.1 | -3 | 5 | 2
COc1cc2nc(CN3CCN(S(=O)(=O)c4cc(C)ccc4C)CC3)[nH]c(=O)c2cc1OC | x | 2 | 6 | x | x | x | x | -7 | 1
O=C(OCC(=O)c1ccc(Cl)s1)c1ccccn1 | -1 | -16 | 7 | -3 | -15 | 0.6 | -1 | 0 | 4
COc1ccc(C(=O)NCC(=O)c2ccccc2)cc1 | -4 | 5 | 3 | 1 | -3 | 3.0 | -2 | -2 | -3
C=CC[C@H](CC(=O)N[C@H](CO)Cc1ccccc1)C(=O)N[C@H](COC(=O)[C@H](CC=C)CC(=O)OC(C)(C)C)Cc1c[nH]c2ccccc12 | x | -3 | 1 | x | x | x | x | -3 | 0
Cc1ccc(-c2csc3ncnc(N4CCN(C(=O)c5ccccc5)CC4)c23)cc1 | 5 | 14 | 3 | 0 | 16 | 3.2 | 5 | -1 | -1
O=C(CCl)Nc1c(C(=O)Nc2ccc3c(c2)OCCO3)oc2ccccc12 | 58* | -7 | -5 | 0 | 10 | 4.2 | 4 | 6 | 23
CN(C)CCNC(=O)C(C(=O)c1ccc(F)cc1)n1ccccc1=O (stereo not given) | 2 | -1 | 3 | 0 | -3 | 4.3 | -2 | 4 | 2
Cc1ccccc1NC(=O)CN1CCN(C)CC1 | 0 | 0 | 3 | -3 | -4 | -0.7 | 9 | 9 | -1
CCC(=O)Nc1ccc(C(=O)CSc2nnc(-c3cccnc3)o2)cc1 | 5 | -20 | -6 | -4 | 5 | -6.7 | -7 | -5 | 1
Cc1cc2oc(C(=O)N(Cc3ccccc3)C3CCS(=O)(=O)C3)c(C)c2cc1C (stereo not given) | 2 | -7 | -3 | -1 | 9 | 2.1 | 3 | -4 | 5
O=c1oc2ccccc2c(Nc2ccc(O)cc2)c1[N+](=O)[O-] | -2 | 5 | -10 | -2 | 0 | 4.8 | -3 | 2 | 3
CC1CCN(c2nc(-c3ccc(F)cc3)cc(C(F)(F)F)n2)CC1 | 1 | 8 | -3 | 2 | -7 | 2.8 | -5 | 0 | -6
Cc1cccc(NC(=O)C2CCN(S(=O)(=O)c3cccs3)CC2)c1 | 4 | 12 | 0 | -2 | 7 | -3.0 | -1 | -5 | 8

4 of these compounds in a different format.
| compound | Fh CTSL1 inh | procasp7 counter | procasp3 activ | TPT1 inhibitor | HCV core dimer | PP5 primary | PP1 counter | PAFAH2 inh | AHR act |
| --- | --- | --- | --- | --- | --- | --- | --- | --- | --- |
| C=CCOc1nc2c(c(=O)n(C)c(=O)n2C)n1Cc1ccccc1 | 5 | 3 | -5 | 2 | 4 | 0.1 | -3 | -4 | 0 |
| COc1cc2nc(CN3CCN(S(=O)(=O)c4cc(C)ccc4C)CC3)[nH]c(=O)c2cc1OC | x | 2 | 6 | x | x | x | x | -7 | 1 |
| Cc1cc2oc(C(=O)N(Cc3ccccc3)C3CCS(=O)(=O)C3)c(C)c2cc1C (stereo not given) | 2 | -7 | -3 | -1 | 9 | 2.1 | 3 | -4 | 5 |
| Cc1ccccc1NC(=O)CN1CCN(C)CC1 | 0 | 0 | 3 | -3 | -4 | -0.7 | 9 | 9 | -1 |
